Compound activity (PubChem)
CHRM4 agonist – human M4 muscarinic receptor agonists, primary screen, CHO-K1 cells, Fluo-8 calcium fluorescence | Muscarinic acetylcholine receptor M4 (Homo sapiens), P08173 | CHO-K1 hM4/Gqi5; vehicle 0%, full acetylcholine response 100% | activation, % at 3 µM | 0.14% of 360,000 active | AID 624127, 2012;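 active = activation above the run mean over all test wells plus 3 SD, cut at about 32% in these data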;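 also: peak over basal fluorescence ratio per well then scaled between controls; 0% = DMSO wells and 100% = acetylcholine at EC100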
Target sequence (P08173 whole entry, looked up): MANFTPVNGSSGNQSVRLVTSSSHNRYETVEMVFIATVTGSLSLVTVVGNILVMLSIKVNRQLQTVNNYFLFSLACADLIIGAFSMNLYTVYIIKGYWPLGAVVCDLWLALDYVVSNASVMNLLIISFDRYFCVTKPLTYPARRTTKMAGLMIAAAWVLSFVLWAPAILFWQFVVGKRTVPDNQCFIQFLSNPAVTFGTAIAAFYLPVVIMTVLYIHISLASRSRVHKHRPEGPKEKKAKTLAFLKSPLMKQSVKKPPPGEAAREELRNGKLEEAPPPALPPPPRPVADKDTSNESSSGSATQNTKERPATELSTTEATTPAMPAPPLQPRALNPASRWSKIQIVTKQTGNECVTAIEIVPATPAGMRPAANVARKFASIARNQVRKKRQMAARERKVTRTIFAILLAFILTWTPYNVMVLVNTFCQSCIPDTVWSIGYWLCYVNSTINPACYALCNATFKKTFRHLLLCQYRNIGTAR
CHRM4 PAM – human M4 muscarinic receptor positive allosteric modulators, primary screen, CHO-K1 cells, Fluo-8 calcium fluorescence. Muscarinic acetylcholine receptor M4 (Homo sapiens), P08173. CHO-K1 hM4/Gqi5, ACh EC20; 0% = ACh EC20, 100% = maximal ACh. activation, % at 3 µM. 0.4% of 360,000 active;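 active = activation above its plate's cutoff, the mean activation of sample wells plus 3 SD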; also: some results filed as inactive read as strong as hits
M5 antag – human M5 muscarinic receptor antagonists, primary screen, CHO cells, Fluo-8 calcium fluorescence. 0.59% of 360,000 active. Muscarinic acetylcholine receptor M5 (Homo sapiens), P08912. inhibition, % at 3 µM. CHO-hM5 cells, ACh EC80. AID 624040, 2012;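 active = inhibition above a per-plate cutoff, the mean of that plate's test compounds plus 3 SD, cut at about 27% in these data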;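 also: 0% = acetylcholine EC80 with DMSO and 100% = DMSO without agonist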
Target sequence (P08912 whole entry, looked up): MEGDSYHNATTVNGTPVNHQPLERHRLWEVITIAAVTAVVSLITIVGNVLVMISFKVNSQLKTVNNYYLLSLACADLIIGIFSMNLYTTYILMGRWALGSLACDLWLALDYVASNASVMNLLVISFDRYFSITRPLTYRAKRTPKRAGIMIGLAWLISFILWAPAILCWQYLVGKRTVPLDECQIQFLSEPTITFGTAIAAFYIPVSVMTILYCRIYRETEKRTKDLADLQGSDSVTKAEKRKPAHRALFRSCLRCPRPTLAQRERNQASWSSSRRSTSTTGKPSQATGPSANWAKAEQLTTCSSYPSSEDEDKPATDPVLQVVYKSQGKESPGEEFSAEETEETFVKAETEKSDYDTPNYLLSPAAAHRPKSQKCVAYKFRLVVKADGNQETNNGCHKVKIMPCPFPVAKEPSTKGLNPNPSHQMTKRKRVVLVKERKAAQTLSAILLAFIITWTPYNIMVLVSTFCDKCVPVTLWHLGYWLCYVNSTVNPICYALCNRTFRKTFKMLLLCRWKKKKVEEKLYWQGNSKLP
CHO-K1 Ca antag – M1 antagonist counterscreen hit in parental CHO-K1 cells; ATP-induced calcium, Fluo-8 fluorescence; inhibition, % at 3 µM; 0.6% of 360,000 active; AID 602250;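 active = inhibition above a per-plate cutoff, the plate's mean sample inhibition plus 3 SD, cut at about 24% in these data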;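 also: 0% = DMSO plus EC80 ATP and 100% = DMSO alone without ATP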
CHRM5 PAM – human M5 muscarinic receptor positive allosteric modulators, primary screen, CHO-K1 cells, Fluo-8 calcium fluorescence | CHO-K1 hM5, ACh EC20 PAM; 0% = ACh EC20, 100% = ACh EC100 | activation, % at 3 µM | 0.3% of 360,000 active | Muscarinic acetylcholine receptor M5 (Homo sapiens), P08912;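 active = activation above the run cutoff, the mean activation of all test compounds plus 3 SD, cut at about 18% in these data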
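System – CHO-K1 hM5 cells · Compound – 3 µM, single dose · Incubation – compound preincubation 140 s before EC20 acetylcholine addition · Technique – Fluo-8 calcium fluorescence · Measure – Max/basal fluorescence ratio as % of EC20–EC100 ACh window · Benchmarks – low control EC20 acetylcholine (0%), high control EC100 acetylcholine (100%) · Replication – singlicate, one well per test compound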
CHO-K1 Ca PAM – nonselective calcium activators in parental CHO-K1 cells, primary screen, counter-screen for M1 PAM project, cell-based, Fluo-8 calcium fluorescence, full deck, 1536-well. 0.02% of 360,000 active. activation, % at 3 µM. ATP EC20; 0% at ATP EC20, 100% at ATP max;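 active = activation above the run cutoff, the mean activation of all test compounds plus 3 SD, cut at about 40% in these data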;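 also: peak over basal fluorescence ratio in a 140 s read after ATP addition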
CHRM4 antagonist – human M4 muscarinic receptor antagonists, primary screen, CHO cells, Fluo-8 calcium fluorescence | CHO-hM4 cells, ACh EC80 | 0.73% of 360,000 active | Muscarinic acetylcholine receptor M4 (Homo sapiens), P08173 | inhibition, % at 3 µM | AID 624125, 2012;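 active = inhibition above its plate's cutoff, the mean inhibition of sample wells plus 3 SD, cut at about 27% in these data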;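 also: 0% = acetylcholine EC80 with DMSO and 100% = DMSO without agonist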
M1 ag parental – counter-screen for M1 agonists: effect in parental CHO-K1 cells; Fluo-8 calcium fluorescence; scaled to maximal ATP response, vehicle zero; 0.48% of 360,000 active; activation, % at 3 µM; in the data active = activation above about 15%;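 also: untransfected CHO-K1 host cells lacking M1 receptor as counterscreen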
CHRM5 agonist – human M5 muscarinic receptor agonists, primary screen, CHO-K1 cells, Fluo-8 calcium fluorescence | CHO-K1 hM5 cells; 0% DMSO wells, 100% maximal acetylcholine response | 0.19% of 360,000 active | Muscarinic acetylcholine receptor M5 (Homo sapiens), P08912 | activation, % at 3 µM;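 active = activation above the run's mean over test compounds plus 3 SD, cut at about 23% in these data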;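 also: signal is peak over basal fluorescence ratio across the kinetic read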
An asterisk follows results filed as active; nt = not tested or not shown. No enrichment for hits; about 2.7% have a hit in one of these screens.

item | canonical_smiles | CHRM4 agonist | CHRM4 PAM | M5 antag | CHO-K1 Ca antag | CHRM5 PAM | CHO-K1 Ca PAM | CHRM4 antagonist | M1 ag parental | CHRM5 agonist
1 | CC(C(=O)N1CCN(Cc2ccccc2)CC1)c1ccc([N+](=O)[O-])cc1 (stereo unspecified) | 2 | -2 | 2 | -3 | -5 | -1 | -4 | 3.7 | 5
2 | Cc1cc(C)cc(OCC(=O)Nc2nc(-c3ccccn3)cs2)c1 | 2 | 9 | 4 | -9 | 3 | 21 | -3 | 1.4 | -1
3 | CC(=O)c1ccc(NC(=O)CCc2c(C)nn(-c3ccc(N4CCOCC4)nn3)c2C)cc1 | 8 | -3 | 7 | -14 | -7 | -2 | -11 | 4.5 | 0
4 | Cc1ccc(C(OCC(O)CN2CCCCC2)c2ccccc2)cc1 (stereo unspecified) | 1 | -2 | 2 | -1 | -3 | 9 | 0 | 11 | -6
5 | CSc1ccccc1C(=O)OCC(=O)NC1CC1 | 1 | 3 | 5 | 4 | -2 | 4 | -11 | 0.3 | 0
6 | COc1ccc(C(=O)O/N=C(/c2cccs2)C(C)(C)C)cc1 | -2 | -10 | -2 | -8 | -4 | 17 | -11 | 1.0 | -1
7 | CCC(C)NC(=O)CCC(=O)NNc1nc2ccccc2c2nc(C)nn12 (stereo unspecified) | 1 | -2 | 0 | -9 | 0 | -2 | 4 | -0.1 | 1
8 | C=CCN1c2ccccc2[C@]23C[C@@H](C(=O)OC)N(C(=O)NCCC)C2=NC(C(=O)OC)=C(C(=O)OC)[C@H]13 | -1 | -2 | 13 | -4 | -5 | 9 | -1 | 0.5 | -7
9 | CSCCC(NC(=O)c1ccc(Cl)cc1Cl)C(=O)NCc1ccccn1 (stereo unspecified) | 2 | 4 | 9 | 35* | -3 | 17 | -1 | 0.1 | -4
10 | O=C(COC(=O)CNC(=O)c1ccccc1)Nc1ccc(S(=O)(=O)N2CCCC2)cc1 | 1 | -2 | 7 | -5 | 9 | 18 | 0 | 0.9 | 3
11 | CCOC(=O)Cc1csc(SCC(=O)Nc2cc(Cl)ccc2Oc2ccccc2)n1 | 8 | -10 | 20 | 29* | -16 | 1 | 45* | 7.0 | -3
12 | CCOC(=O)C(CC)n1nc(C)n2c(cc3sccc32)c1=O (stereo unspecified) | 0 | 2 | -4 | -7 | -2 | 13 | -19 | 0.2 | 0
13 | Cc1ccc(S(=O)(=O)NC(Cc2ccccc2)C(=O)NN)cc1 (stereo unspecified) | -1 | 7 | 3 | -5 | -2 | 18 | -7 | 0.5 | -5
14 | Cn1c(=NC(=O)CCS(=O)(=O)c2ccccc2)sc2cc(F)ccc21 | 1 | 11 | -2 | 3 | -1 | 2 | -6 | 0.4 | 1
15 | CC(OC(=O)/C=C/c1cccs1)C(=O)NC1CCCCC1C (stereo unspecified) | 0 | 5 | -3 | -3 | 0 | 28 | -4 | 0.4 | -3

Some of the entries so far, field by field:
4) Cc1ccc(C(OCC(O)CN2CCCCC2)c2ccccc2)cc1 (stereo unspecified)
  CHRM4 agonist: 1
  CHRM4 PAM: -2
  M5 antag: 2
  CHO-K1 Ca antag: -1
  CHRM5 PAM: -3
  CHO-K1 Ca PAM: 9
  CHRM4 antagonist: 0
  M1 ag parental: 11
  CHRM5 agonist: -6

6) COc1ccc(C(=O)O/N=C(/c2cccs2)C(C)(C)C)cc1
  CHRM4 agonist: -2
  CHRM4 PAM: -10
  M5 antag: -2
  CHO-K1 Ca antag: -8
  CHRM5 PAM: -4
  CHO-K1 Ca PAM: 17
  CHRM4 antagonist: -11
  M1 ag parental: 1.0
  CHRM5 agonist: -1

15) CC(OC(=O)/C=C/c1cccs1)C(=O)NC1CCCCC1C (stereo unspecified)
  CHRM4 agonist: 0
  CHRM4 PAM: 5
  M5 antag: -3
  CHO-K1 Ca antag: -3
  CHRM5 PAM: 0
  CHO-K1 Ca PAM: 28
  CHRM4 antagonist: -4
  M1 ag parental: 0.4
  CHRM5 agonist: -3

7) CCC(C)NC(=O)CCC(=O)NNc1nc2ccccc2c2nc(C)nn12 (stereo unspecified)
  CHRM4 agonist: 1
  CHRM4 PAM: -2
  M5 antag: 0
  CHO-K1 Ca antag: -9
  CHRM5 PAM: 0
  CHO-K1 Ca PAM: -2
  CHRM4 antagonist: 4
  M1 ag parental: -0.1
  CHRM5 agonist: 1

Exported with values under each structure: entries from further up
Sequence of screens: CHRM4 agonist | CHRM4 PAM | M5 antag | CHO-K1 Ca antag | CHRM5 PAM | CHO-K1 Ca PAM | CHRM4 antagonist | M1 ag parental | CHRM5 agonist
[12] CCOC(=O)C(CC)n1nc(C)n2c(cc3sccc32)c1=O (stereo unspecified)
    0 | 2 | -4 | -7 | -2 | 13 | -19 | 0.2 | 0
[1] CC(C(=O)N1CCN(Cc2ccccc2)CC1)c1ccc([N+](=O)[O-])cc1 (stereo unspecified)
    2 | -2 | 2 | -3 | -5 | -1 | -4 | 3.7 | 5

Following part
item | canonical_smiles | CHRM4 agonist | CHRM4 PAM | M5 antag | CHO-K1 Ca antag | CHRM5 PAM | CHO-K1 Ca PAM | CHRM4 antagonist | M1 ag parental | CHRM5 agonist
16 | Oc1ccc(/C=N\Nc2nncc(-c3ccccc3)n2)cc1 | 6 | -15 | 3 | -10 | -5 | 13 | 11 | 2.2 | 3
17 | COc1ccccc1N1CCN(C2CCCCC2NS(=O)(=O)c2ccccc2)CC1 (stereo unspecified) | 1 | -2 | 14 | -12 | -4 | -5 | 7 | 0.2 | -1
18 | O=c1c2ccccc2nnn1CCN1CCOCC1 | 1 | 9 | -1 | 10 | -3 | -7 | -5 | 0.0 | 0
19 | Cc1cc(Cl)ccc1NC(=O)c1ccc2c(c1)OCO2 | 1 | -1 | -25 | 2 | 12 | 14 | -10 | 0.3 | -2
20 | Nc1nonc1C(=O)N/N=C/c1cc2c(cc1Br)OCO2 | 1 | 0 | 14 | -13 | -4 | 18 | -7 | 0.7 | -4
21 | Cc1ccc(S(=O)(=O)NCC(=O)OCC(=O)c2ccc(S(=O)(=O)N3CCCCC3)cc2)cc1C | 4 | -2 | 10 | 12 | -1 | -12 | 7 | 1.0 | -2
22 | CC(C)OC(=O)CSc1nnc(-c2cccnc2)n1N | 0 | 1 | -9 | -16 | -2 | 17 | 1 | 0.6 | -1
23 | COc1cc(/C=C2/NC(=O)N(CC(=O)Nc3cccc(C)c3)C2=O)ccc1OCC(N)=O | 1 | 7 | 4 | 5 | -9 | 12 | -1 | 0.3 | -6
24 | Cn1c(=O)n(CC(=O)NCC2CCCO2)c(=O)c2c3c(sc21)CCCC3 (stereo unspecified) | 1 | -6 | 16 | 7 | -5 | -9 | 5 | 0.0 | -5
25 | CC(C)NC(=O)NC(=O)CSc1nnc(COc2ccccc2Cl)o1 | 5 | -2 | -6 | -7 | -4 | 4 | -4 | 1.9 | -2
26 | O=C(NC(c1ccc(F)cc1)c1cnccn1)C1CCN(CCOc2ccc(Cl)cc2Cl)CC1 (stereo unspecified) | 4 | 3 | -7 | -2 | 0 | 9 | 1 | 0.4 | -2
27 | C/C(=N\Nc1nc(C)cc(-c2ccccc2)n1)c1ccc(F)cc1 | 1 | -1 | 2 | 10 | -2 | -22 | -6 | -0.5 | -1
28 | COc1ccc(S(=O)(=O)N(C)C[C@H]2Oc3ccc(NS(=O)(=O)c4ccc(F)cc4)cc3C(=O)N([C@H](C)CO)C[C@@H]2C)cc1 | 1 | 3 | 3 | -10 | 4 | 18 | -8 | 0.3 | -4
29 | CSCCC(C(=O)Nc1c(C)cccc1C)n1c(-c2ccc(-c3ccccc3)cc2)nc2ccccc21 (stereo unspecified) | 2 | -12 | -22 | nt | 17 | nt | -4 | nt | 9
30 | O=C(Cc1cccc(NC(=O)C2CCCN(C(=O)C3CCCCC3)C2)c1)Nc1ccc(C(=O)N2CCOCC2)cc1 (stereo unspecified) | 0 | 1 | 13 | -12 | -3 | 15 | 1 | 0.2 | 1
31 | O=C(/C=C/c1cccs1)Nc1sc2c(c1C(=O)O)CCCC2 | -1 | 0 | -5 | -7 | 10 | 7 | 3 | -0.4 | -4
32 | Cc1cc(N=Cc2cc(Cl)ccc2O)no1 | 1 | 5 | -2 | -24 | 2 | 24 | -3 | 0.6 | 2
33 | O=C(Nc1ccccc1)OC[C@@H]1C=CS(=O)(=O)N1Cc1ccc(Br)cc1 | 7 | -4 | -3 | -4 | -9 | -3 | 1 | 2.1 | 2
34 | O=C(CSCc1ccc(Cl)cc1)N1CCOCC1 | 1 | 16 | -6 | -10 | 2 | 29 | -15 | 0.5 | -2
35 | O=c1nc(-c2ccccc2)nc(-c2ccccc2)[nH]1 | 1 | 0 | 6 | -7 | -2 | 12 | -1 | 0.6 | 1
36 | COC(=O)C1CSC(c2ccc(Cl)cc2)N1C(=O)c1ccccc1 (stereo unspecified) | 1 | 3 | 9 | -16 | -2 | 19 | -4 | 1.2 | -7
37 | CC(C)CC(=O)NCCNC(=O)c1cc(OCC(F)(F)F)ccc1OCC(F)(F)F | -1 | 4 | 0 | -10 | 4 | 15 | 0 | -0.3 | -4
38 | CC(C)N1C(=O)CCC1C(=O)NCc1ccco1 (stereo unspecified) | 2 | 9 | 1 | -18 | 4 | 8 | -6 | 0.6 | -1
39 | COc1ccc(OCc2nnc(SCC(=O)Nc3cccc(Cl)c3)o2)cc1 | 5 | -2 | 10 | -6 | -5 | -16 | 4 | 5.8 | -1
40 | COc1ccc(C2=[N+](C)CCn3cccc32)c(OC)c1 | 0 | -4 | 0 | -3 | -1 | 10 | 0 | -0.1 | -2
41 | O=C(NCc1ccccc1)c1cccc(Br)n1 | -1 | 5 | 12 | -3 | 3 | 21 | 7 | -0.4 | 0
42 | Cc1ccc(S(=O)(=O)N2CCOCC2)cc1NC(=O)COc1cccc(-n2cnnn2)c1 | 10 | -2 | 2 | -13 | -4 | 11 | -16 | 1.6 | 3
43 | CCOC(=O)N1CCC(N2Cc3cccc(C(=O)NCc4ccc(C)cc4)c3C2=O)CC1 | 1 | 5 | 3 | 5 | -7 | -1 | -25 | 0.1 | 0
44 | COC(=O)c1ccc2nc(NC(=O)C(C)(C)C)sc2c1 | 3 | -5 | 4 | 8 | -6 | 7 | -1 | 17* | -3
45 | CCC(=O)N(Cc1cc2cc(C)c(C)cc2[nH]c1=O)C1CCCCC1 | 4 | 10 | 4 | -11 | 2 | 12 | 3 | 2.0 | 9
46 | COc1ccc(-c2sc3cc4c(cc3c2C#Cc2ccc(N)cc2)OCO4)cc1 | 2 | 19 | 3 | 1 | 10 | -10 | 5 | 0.3 | 26*
47 | C/C(=N\NC(=O)c1ccccc1O)c1cccs1 | 1 | -9 | 10 | -5 | -5 | -5 | 7 | 1.6 | 7
48 | CCCOc1ccc2c(c1)C(=NN=C(N)N)c1cc(OCCC)ccc1-2 | 4 | 28* | 11 | -14 | 2 | 5 | -7 | 2.3 | 2
49 | ClN=C1C=CC=CC1=NCl | 0 | -1 | -11 | 35* | 11 | -9 | 5 | -0.4 | 5
